High-throughput results deposited in PubChem BioAssay by several laboratories.
MMP-13 inhibitor: blocks human MMP13 activity | actives 0.07% (n = 65,000) | MMP-13 fTHP FRET cleavage, Mca fluorescence | inhibition, % at 4 µM;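 active = inhibition above the mean of compound-free control plate wells plus 3 SD, cut at about 14% in these data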;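 also: 0% = DMSO wells and 100% = wells with reference MMP-13 inhibitor after basal subtraction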
Cdc25B block: human M-phase inducer phosphatase 2 inhibition; recombinant Cdc25B, OMFP fluorescence Ex485/Em525; inhibition, %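 (compounds tested at 10 µM final in the well)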; AID 368; actives 0.1% (n = 65,000); P30305; in the data active = inhibition above about 50%
JNK3 inh: inhibitors of human JNK3 kinase; purified JNK3 kinase activity, HTS; inhibition, % at 8 µM; actives 0.61% (n = 60,000); in the data active = inhibition above about 17%;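 also: 0% = DMSO and 100% = reference inhibitor; many of its hits are not listed in these tables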
Hsp90 block: displaces geldanamycin probe from tumor Hsp90; P07900; NCI-N417 lysate Hsp90, Cy3B-geldanamycin FP displacement; inhibition, % at 30 µM; actives 0.35% (n = 64,000); AID 429;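 active = inhibition above 50%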;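 also: 0% = tracer plus lysate wells and 100% = tracer alone without lysate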
FXIa mix inh: inhibitors of human coagulation factor XIa, pooled mixtures | P03951 | purified FXIa, fluorogenic substrate | actives 0.19% (n = 62,000) | inhibition, % at 5 µM;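 also: each value is inhibition by a whole ten-compound pool holding the compound; 0% = enzyme with no mixture and 100% = wells lacking enzyme; strong numbers were not always called active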
AP ELISA ortho: alternative pathway complement inhibition, orthogonal assay; Human serum alternative complement pathway, LPS-coated ELISA, C3 deposition; tested in compound mixtures; inhibition, % at 5 µM; actives 0.08% (n = 62,000);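 active = inhibition above 30% in each of the two pooled mixtures holding the compound, so the lower value exceeds 30%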;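 also: 0% = serum in Mg-EGTA without compound and 100% = EDTA serum blank; some compounds past the cut are filed as inactive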
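Test system: human serum alternative complement pathway, C3 deposition on LPS-coated wells; also added: Plate-bound LPS; doses: 5 µM per compound in ten-compound mixtures; schedule: 1 h at 37 °C; detection: Anti-C3 ELISA, OD 450 nm; evaluation: percent inhibition of C3 deposition onto LPS; repeats: two pool placements per compound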
Abs 340nm: absorbance at 340 nm | 65,000 tested, under 10 active | fold change at 10 µM | compound absorbance at 340 nm, fold over control;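 active = at 10 µM dose, initial 340 nm absorbance at least 2 fold that of control wells; inactive = change under 2 fold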;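 also: initial absorbance extrapolated from kinetic A340 decline of NADH oxidation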
FXIIa inh mix: factor XIIa (human) inhibition, mixture screen | AID 684 | purified FXIIa, fluorogenic substrate, pooled mixtures | inhibition, % at 5 µM | actives 0.2% (n = 62,000);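 also: 0% = enzyme without compound and 100% = no enzyme blank; some results filed as inactive read as strong as hits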
Target sequence (P00748 20-372 limits assumed): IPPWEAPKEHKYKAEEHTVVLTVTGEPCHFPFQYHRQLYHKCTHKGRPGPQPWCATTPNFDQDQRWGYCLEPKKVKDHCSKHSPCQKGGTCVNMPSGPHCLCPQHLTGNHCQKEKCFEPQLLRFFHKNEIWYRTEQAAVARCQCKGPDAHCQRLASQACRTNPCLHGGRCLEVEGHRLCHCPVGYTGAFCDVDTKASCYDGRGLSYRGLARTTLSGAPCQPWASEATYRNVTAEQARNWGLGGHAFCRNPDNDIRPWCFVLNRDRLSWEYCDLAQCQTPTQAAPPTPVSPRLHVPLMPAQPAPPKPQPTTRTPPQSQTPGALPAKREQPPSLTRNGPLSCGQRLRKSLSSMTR
Target sequence (P00748 373-615 limits assumed): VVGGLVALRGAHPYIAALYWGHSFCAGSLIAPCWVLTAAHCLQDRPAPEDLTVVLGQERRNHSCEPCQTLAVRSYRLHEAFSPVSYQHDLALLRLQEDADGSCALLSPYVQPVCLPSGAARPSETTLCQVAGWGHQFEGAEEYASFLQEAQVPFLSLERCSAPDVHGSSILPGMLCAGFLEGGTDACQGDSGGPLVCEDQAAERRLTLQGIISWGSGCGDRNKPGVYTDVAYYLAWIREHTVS
MKP-1 inh: inhibitors of human MKP-1 phosphatase; P28562; recombinant MKP-1, OMFP hydrolysis fluorescence; inhibition, %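 (compounds tested at a single concentration somewhere between 10 and 100 µM)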; actives 0.15% (n = 65,000); AID 374;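 active = inhibition above about 50%, limit read from the data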;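 also: 0% = DMSO max control wells and 100% = wells with enzyme stopped by NaOH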
Target sequence (P28562 whole entry, looked up): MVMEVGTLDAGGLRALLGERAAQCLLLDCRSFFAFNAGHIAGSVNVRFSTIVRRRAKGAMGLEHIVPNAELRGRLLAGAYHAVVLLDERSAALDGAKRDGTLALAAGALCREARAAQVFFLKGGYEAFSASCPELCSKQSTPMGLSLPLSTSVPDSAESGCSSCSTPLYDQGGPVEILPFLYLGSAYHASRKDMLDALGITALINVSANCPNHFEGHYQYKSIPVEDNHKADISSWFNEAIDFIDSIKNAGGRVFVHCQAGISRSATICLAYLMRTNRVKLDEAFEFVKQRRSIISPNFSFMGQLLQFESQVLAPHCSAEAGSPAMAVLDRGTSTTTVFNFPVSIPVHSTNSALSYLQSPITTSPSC
The depositor's hits bear a star; . = not tested or not shown; & = joins results of further samples; [ ] = another dose, or the depositor's remark. Rule as the data show it, unless noted: active = inhibition above about 20% (passing the limit was not always enough); inactive = the rest.

SMILES | MMP-13 inhibitor | Cdc25B block | JNK3 inh | Hsp90 block | FXIa mix inh | AP ELISA ortho | Abs 340nm | FXIIa inh mix | MKP-1 inh
Cn1c(SCc2ccccc2)nnc1-c1cccs1 | -9 | -6 | 5 | 2 | 4 | -7 | 1 | 13 | -16
COC(=O)C(C)Sc1nc2c(c(=O)n(C)c(=O)n2C)n1CCC(C)C (stereo not given) | 0 | -10 | 1 | 1 | . | . | 1 | . | -23
COc1ccc(-c2nnc(N(C)C(=O)c3cccnc3)s2)cc1 | 1 | 2 | -1 | -6 | 0 | -5 | 1.1 | 1 | 10
CCOc1ccc(NC(=O)CSc2nnc(C3CC3)n2N)cc1 | -1 | -2 | -11 | 0 | 9 | 16 | 1 | -5 | -3
Cn1c2ccccc2c2ncn(CCC3=CCCCC3)c(=O)c21 | -17 | 8 | 8 | -8 | 7 | 11 | 1.1 | 3 | -5
CCOC(=O)c1nnn(-c2nc(OC)nc(N(C)C)n2)c1-c1ccccc1 | -2 | 11 | -1 | 3 | 5 | 10 | 1 | -2 | -19
Nn1c(-c2cccc(Br)c2)n[nH]c1=S | -3 | 4 | -1 | -2 | -1 | 13 | 0.98 | 1 | -14
CCN(C(=O)COc1ccccc1)c1nnc(-c2cccnc2)s1 | -9 | 1 | . | 2 | 8 | 4 | 1 | 4 | 13
CC(C)CC(OC(=O)c1cccs1)C(=O)NCc1ccco1 (stereo not given) | 0 | -2 | -1 | -4 | -3 | -2 | 0.97 | 18 | 8
Cc1c(C(=O)N2CCC(C(N)=O)CC2)sc(N)c1C#N | 3 | -8 | -3 | -1 | 19 | 4 | 1 | 1 | 3
O=C1CCCN1CN(C(=O)c1ccc2c(c1)OCO2)c1cccc(Cl)c1 | -22 | -9 | 0 | 0 | 8 | 11 | 0.96 | -14 | 4
O=C1CCC(=O)N1OCCOc1ccc2c(c1)CCC2 | 3 | -9 | -1 | -10 | 4 | 6 | 1 | 4 | -16
COc1cc(NC(=O)c2cc(-n3cnnc3)ccc2Cl)cc(OC)c1 | 5 | -8 | -6 | -4 | 3 | 10 | 0.98 | 1 | 4
CCCOc1ccc(C2C(C(=O)OC)=CN(CCOC)C=C2C(=O)OC)cc1 | -279[fluorescence artefact?] | -16 | 1 | -2 | -6 | 11 | 1 | -14 | 9
CCOC(=O)CCc1c(C)c2c(C)nn(-c3ccccc3)c2[nH]c1=O | -1 | -7 | -1 | -1 | 1 | 4 | 1 | 12 | -10
S=c1[nH]nc(-c2ccc3ccccc3n2)o1 | 2 | 2 | . | -3 | 7 | -2 | 1.2 | 13 | 13
Cc1cc(C#N)c(C)n1-c1cc(C(F)(F)F)ccc1N1CCOCC1 | 0 | -6 | 1 | -3 | 1 | -1 | 1 | 11 | 26
CCOc1ccc(-c2nc(CSCC(=O)N3CCN(c4cccc(OC)c4)CC3)c(C)o2)cc1 | 5 | -25 | 3 | 3 | 1 | -9 | 1 | 7 | -7
C=CCNC(=O)c1ccc2nccnc2c1 | . | -7 | . | . | 9 | 10 | 1.1 | 7 | -1
CC(C)n1c(Nn2cnnc2)nc2ccccc21 | 6 | -3 | 2 | 0 | -4 | 12 | 1 | 11 | 3
C=CCc1c(C)[nH]c(=S)c(C#N)c1C | -16 | 0 | 5 | -2 | 5 | 23 | 1 | 7 | -7
CCCCOc1ccc(NC(=O)CSCC(=O)OCC)cc1 | -1 | 1 | -4 | -2 | -1 | -3 | 0.97 | 5 | -32
O=C(CS(=O)CC(=O)N(CC(=O)NC1CCCC1)C1CCCCC1)Nc1ccc(F)cc1 (stereo not given) | -1 | 0 | 7 | -7 | 2 | 7 | 1 | 8 | 7
CCOC(=O)c1ccc2nc3c(cc2c1)CCS3 | -7 | -6 | . | -2 | 9 | 3 | 1.1 | 2 | 3
O=C1C=C(NCCNc2c(F)c(F)c(CO)c(F)c2F)CCC1 | 0 | 16 | -4 | -2 | . | . | 1 | . | -19
O=C(NCc1ccc2c(c1)OCO2)c1ccc2snnc2c1 | 1 | -12 | 6 | 1 | . | . | 1 | . | -23
COC(=O)c1ccc(OC(=O)C2CC(=O)N(c3cccc(C)c3)C2)cc1 (stereo not given) | 3 | -23 | 1 | -22 | 3 | 25 | 0.99 | -1 | 12
COC(=O)C1(C)NC(c2ccco2)C2C(=O)N(c3ccc(C)cc3)C(=O)C21 (stereo not given) | 1 | -5 | -1 | 5 | 4 | 7 | 1 | 8 | -10
COC(=O)C(NC=O)C(O)(Cc1ccccc1)C(F)(F)F (stereo not given) | 0 | -9 | 5 | 0 | 2 | -13 | 1 | 5 | 20
Cc1cc(C)nc(Nc2ccc(N3CCOCC3)cc2)n1 | 0 | 1 | -10 | 8 | -3 | -3 | 1.1 | 3 | 10
CC1CCN(C(=O)C2CCN(S(=O)(=O)c3cnc[nH]3)CC2)CC1 | 4 | 5 | 4 | 0 | 0 | 13 | 0.97 | 4 | -7
Cc1sc2nc(SCC(=O)NCCO)n(C)c(=O)c2c1C | . | -20 | . | -3 | 2 | -1 | 1 | 15 | -7
CC1(C)NC(C)(C)c2nonc2/C1=N\O | 3 | -2 | -1 | -4 | 5 | 8 | 1 | -2 | 7
Nc1nonc1-n1nnc(C(=O)c2ccccc2)c1-c1ccccc1 | 3 | -2 | -6 | -3 | -1 | 10 | 1 | 2 | 4
CCCCSCCCNC(=O)CS(=O)Cc1nc(-c2cccc(C)c2)oc1C (stereo not given) | 1 | -26 | -3 | -1 | -14 | 15 | 1 | 8 | 9
CC(C)N(Cc1nc(-c2ccccc2)no1)C(=O)Cc1ccccc1 | -3 | -4 | 10 | -1 | 3 | -7 | 1.1 | 12 | 6
Cc1ccccc1-n1c(Cn2c(=O)sc3ccccc32)nnc1SCC(=O)NCC1CCCO1 (stereo not given) | -5 | -8 | 0 | -4 | -3 | 22 | 1 | 5 | 12
Cn1nnnc1SCC(=O)Nc1ccccc1Cc1ccccc1 | 3 | -5 | -2 | 0 | 6 | 11 | 0.99 | 9 | -10
COC(=O)C(Cc1ccccc1)NC(=O)CSc1nc(N)cc(=O)[nH]1 (stereo not given) | -1 | 12 | 3 | -4 | 5 | -5 | 0.99 | -18 | -6
Cc1ncc(CO)c2cc(C(N)=O)c(=Nc3ccccc3)oc12 | 0 | -17 | -7 | -4 | 6 | 3 | 1 | -19 | 6

The final 2 records of the section before come first, to join the parts:
SMILES | MMP-13 inhibitor | Cdc25B block | JNK3 inh | Hsp90 block | FXIa mix inh | AP ELISA ortho | Abs 340nm | FXIIa inh mix | MKP-1 inh
COC(=O)C(Cc1ccccc1)NC(=O)CSc1nc(N)cc(=O)[nH]1 (stereo not given) | -1 | 12 | 3 | -4 | 5 | -5 | 0.99 | -18 | -6
Cc1ncc(CO)c2cc(C(N)=O)c(=Nc3ccccc3)oc12 | 0 | -17 | -7 | -4 | 6 | 3 | 1 | -19 | 6
Cc1ccc(C)c(Cn2c(CO)nc3ccccc32)c1 | -2 | 2 | 2 | 0 | 2 | 6 | 1.1 | 8 | -3
Cc1cc(C)cc(N2CC(C(=O)O)CC2=O)c1 (stereo not given) | -2 | 3 | 7 | -1 | 15 | 1 | 1 | -7 | 21
N#C/C(=C(/O)COC(=O)CCCNC(=O)c1ccc(Cl)cc1)c1nc2ccccc2[nH]1 | 3 | 2 | -2 | -13 | 0 | -7 | 1.1 | 19 | 31
COc1ccc(Cn2nnnc2CN2CCOCC2)cc1 | 0 | -12 | -3 | -1 | 11 | 11 | 0.99 | 3 | -4
COc1ccc(OC)c(N/C=C2/CCCCC2=O)c1 | 3 | -2 | -5 | -2 | 9 | 10 | 1.1 | 0 | 2
Cc1nnc(SCCn2c(N(C)Cc3ccccc3)nc3c2c(=O)n(C)c(=O)n3C)s1 | 3 | 7 | 7 | -2 | . | . | 1 | . | 25
O=C(COc1ccccc1Cl)N(Cc1ccco1)C1CCS(=O)(=O)C1 (stereo not given) | -3 | 1 | 10 | -5 | 7 | 10 | 1 | 6 | -18
C[C@]12C=CC(=O)C=C1CC[C@H]1[C@@H]3C[C@@H](O)[C@](O)(C(=O)CO)[C@@]3(C)C[C@H](O)[C@@]12F | -3 | 12 | 2 | -1&6 | 1 | 27 | 0.99 | 8 | -3
Cc1ccc(S(=O)(=O)N2CCN(C(=O)N(C)C)CC2)cc1C | 0 | 9 | -3 | 1 | 3 | 16 | 1.1 | 13 | 28
COc1ccc(N2CC(O)=C(c3nc4ccccc4s3)C2=N)cc1 | 2 | -3 | -2 | -3 | 0 | 12 | 1.1 | -1 | -8
O=C(NCCC1=CCCCC1)C1CCN(S(=O)(=O)c2cnc[nH]2)CC1 | 5 | 1 | 5 | -2 | 10 | 5 | 0.97 | 7 | -3
CCc1nnc(NC(=O)C2CCN(c3nc(C)cc(C)n3)CC2)s1 | -13 | 2 | -2 | 0 | 9 | 13 | 0.98 | 10 | -12
O=C(NC1CC1)c1c[nH]c2ccc(S(=O)(=O)Nc3cccc(C(F)(F)F)c3)cc2c1=O | -1 | 0 | -2 | -2 | 7 | 17 | 1 | -16 | 52*
Cc1cc(C)c(C)c(OCC(=O)NCc2nc(-c3ccccc3)no2)c1 | -6 | -4 | 1 | -1 | -4 | 10 | 1 | 11 | 40
COc1ccccc1NC(=O)N1CCN(c2ccccc2F)CC1 | 4 | -15 | 3 | 2 | 6 | 4 | 0.99 | -18 | -3
O=C(CCSCCC(=O)NCc1ccco1)NCc1ccco1 | 4 | 13 | 4 | -3 | 6 | 8 | 1 | 10 | 9
O=C(NCCCN1CCCC1=O)c1ccc2c(c1)ncn2C1CCCCC1 | 9 | -6 | -2 | -2 | -3 | 3 | 1 | 4 | 9
Cn1cnnc1SCC(=O)NC(=O)NC1CCCC1 | -6 | -17 | 2 | -4 | 5 | 20 | 0.98 | 6 | 0
Cc1cccc(N2C(N)=C(C#N)C(C#N)(C#N)C2c2ccccc2)c1 (stereo not given) | -92[fluorescence artefact?] | 1 | 6 | 0 | -4 | 4 | 1 | -22 | -10
Nc1nnc(SCc2cc3c(cc2Cl)OCO3)s1 | 2 | 2 | 1 | -2 | -1 | -2 | 0.99 | 16 | -5
CN(C)CCOC(=O)Cc1ccc(Cl)cc1 | -2 | 17 | -5 | 0 | 12 | 13 | 0.99 | -1 | -39
Cc1ccc2[nH]c(=O)c(CN(CC3CCCO3)C(=O)c3ccco3)cc2c1 (stereo not given) | -2 | 1 | -1 | 1 | 4 | -18 | 1.1 | -2 | -20
c1cnn(-c2nc(N3CCOCC3)nc(N3CCOCC3)n2)c1 | 6 | -15 | -5 | -3 | 3 | -1 | 1 | 2 | 9
O=C(CSc1nnc(NC(=O)C2CCC2)s1)Nc1ccc(N2CCOCC2)cc1 | 1 | -2 | -2 | -1 | . | . | 1 | . | 0
O=C(NCc1ccccn1)c1cnc2sccn2c1=O | -37 | 10 | 2 | -1 | 3 | 10 | 1.1 | 2 | -3
CC(NC(=O)c1ccc(NS(C)(=O)=O)cc1)c1ccccc1 (stereo not given) | -6 | -5 | 1 | -4 | -2 | -10 | 1 | 2 | 6
CCOC(=O)c1c(NC(=O)CSc2nc3c(c(=O)n(C)c(=O)n3C)n2C(C)C)sc(C)c1C | -7 | -11 | -3 | -3 | -4 | 9 | 0.97 | -18 | 9
COc1ccc(Br)cc1-c1noc(-c2ccncc2)n1 | 1 | -6 | 0 | -3 | -1 | 5 | 1 | 5 | -2
COc1ccc2c(c1)NC1(O)c3ccccc3C(=O)C21O (stereo not given) | 2 | -10 | . | . | 7 | 7 | 1.1 | 4 | 4

Whole records from above. Order of screens: MMP-13 inhibitor	Cdc25B block	JNK3 inh	Hsp90 block	FXIa mix inh	AP ELISA ortho	Abs 340nm	FXIIa inh mix	MKP-1 inh
`Cc1ccc2[nH]c(=O)c(CN(CC3CCCO3)C(=O)c3ccco3)cc2c1` (stereo not given) is listed with -2	1	-1	1	4	-18	1.1	-2	-20
`O=C(CSc1nnc(NC(=O)C2CCC2)s1)Nc1ccc(N2CCOCC2)cc1` is listed with 1	-2	-2	-1	.	.	1	.	0

No enrichment for hits; about 1.5% have a hit in one of these screens.
